PNC assembly inh – inhibitors of perinucleolar compartment assembly; PC3M PTB-GFP, PNC prevalence imaging, 16 h; stronger effect = lower value; activity change (PNC), negative = inhibition, % at 10 µM; hit rate 3.1% among 140,000; AID 2417;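 active = readout at or below -70, meaning at least 70% loss of cells showing the perinucleolar compartment, a nuclear body marking cancer cells; inconclusive = readout between -30 and a set limit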;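 also: plate controls were DMSO wells for no effect and camptothecin positive control wells for full effect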
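Compounds are pinned in duplicate onto adhered PC3M cells stably expressing GFP-tagged PTB and incubated 16 h at 37 C. Cells are then fixed, nuclei stained with Hoechst, and PNC-positive cells counted.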
ALOX12 inhib – 12-hLO (ALOX12) enzyme inhibition; P18054; purified 12-hLO, xylenol orange hydroperoxide absorbance; Potency, µM (doses to about 57.1 µM), for the others: at the highest dose activity change, negative = inhibition, usual class: inhibitors; hit rate 0.12% among 150,000; AID 1452; also: potency is read from the fitted curve at half-maximal effect; nearly all actives have a fitted effect of over 55% in size; many of its hits are not listed in these tables
Target sequence (P18054 whole entry, looked up): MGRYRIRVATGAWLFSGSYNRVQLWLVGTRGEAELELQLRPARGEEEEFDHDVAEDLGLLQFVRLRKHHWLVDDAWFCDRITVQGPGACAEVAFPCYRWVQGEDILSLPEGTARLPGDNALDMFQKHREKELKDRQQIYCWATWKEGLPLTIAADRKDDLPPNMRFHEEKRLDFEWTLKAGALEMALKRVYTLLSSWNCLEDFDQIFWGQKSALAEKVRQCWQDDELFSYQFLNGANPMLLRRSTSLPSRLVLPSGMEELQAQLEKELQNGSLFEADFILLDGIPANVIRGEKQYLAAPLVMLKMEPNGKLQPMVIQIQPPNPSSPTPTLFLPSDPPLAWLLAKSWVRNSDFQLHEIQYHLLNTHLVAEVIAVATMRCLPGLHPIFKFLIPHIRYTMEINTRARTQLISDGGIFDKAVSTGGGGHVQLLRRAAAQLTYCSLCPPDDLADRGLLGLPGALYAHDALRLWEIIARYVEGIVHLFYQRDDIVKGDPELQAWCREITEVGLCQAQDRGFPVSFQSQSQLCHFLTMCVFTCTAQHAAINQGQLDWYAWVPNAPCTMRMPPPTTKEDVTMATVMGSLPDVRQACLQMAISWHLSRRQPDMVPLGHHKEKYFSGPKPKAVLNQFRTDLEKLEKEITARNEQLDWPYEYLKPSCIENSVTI
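Purified human 12hLO (150 nM final) was preincubated with compounds for 15 min at room temperature in 25 mM Hepes pH 7.0, 0.01% Triton X-100, then reacted with 40 uM arachidonic acid for 30 min. Hydroperoxide was detected with ferrous iron/xylenol orange.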
IMPase cell inh – cell-permeable inhibitors of inositol monophosphatase (IMPase); AID 901; 120,000 tested, under 10 active; inhibition (IP1 accumulation), % at 46.1 µM; P97697; CHO-M1 cells, IP1 accumulation, HTRF TR-FRET ratio; active = well fitted curve in the direction sought with a large enough effect in the signal ratio, not every such curve was filed as active; inconclusive = small, poorly fitted or top-dose-only effect, or a change in a side signal; inactive = no such curve, though single readings can be large or run the other way; the % refers to the signal ratio;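 also: cells stimulated with carbachol in lithium chloride buffer; plate controls were DMSO basal wells for no effect and reference inhibitor wells for full effect; higher means more IMPase inhibition seen as more IP1 and lower FRET ratio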
Target sequence (P97697 whole entry, looked up): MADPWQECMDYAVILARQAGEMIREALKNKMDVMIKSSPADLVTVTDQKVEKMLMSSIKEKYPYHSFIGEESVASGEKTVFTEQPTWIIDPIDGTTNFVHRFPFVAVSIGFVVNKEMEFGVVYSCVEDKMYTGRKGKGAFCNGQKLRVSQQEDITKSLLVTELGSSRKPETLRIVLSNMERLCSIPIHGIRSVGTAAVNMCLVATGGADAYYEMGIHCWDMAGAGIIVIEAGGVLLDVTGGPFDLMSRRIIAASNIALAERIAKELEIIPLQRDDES
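CHO-M1, 2000 cells/well, cultured 16–30 h; cpd up to 46 uM; carbachol (50 uM solution, stimulation buffer w/ 50 mM LiCl, pH 7.4), 30 min 37C; IP-One TR-FRET, 10 min RT; Ex 320/Em 665, 620; Hill-fit AC50.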
15-hLO-2 inh – 15-hLO-2 (ALOX15B) enzyme inhibition | purified 15hLO-2, xylenol orange hydroperoxide absorbance | O15296 | Potency, µM (titrated, usually from 57.1 µM), inactives show at the top dose activity change, negative = inhibition, most hits filed as inhibitors | hit rate 0.56% among 110,000; also: potency is read from the fitted curve at half-maximal effect; nearly all actives have a fitted effect of over 60% in size; many of its hits are not listed in these tables
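Purified human 15hLO-2 (50 nM final) preincubated with compounds 15 min at room temperature in 25 mM Hepes pH 7.5, 0.01% Triton X-100, then 45 uM arachidonic acid added for 90 min; hydroperoxide detected via ferrous/xylenol orange, 573/405 nm absorbance ratio.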
Active calls of the source: *; u = inconclusive; x = not tested or not shown; & = joins results of further samples; [ ] = another dose, or the depositor's remark. Unless noted, calls follow the shape of the dose curve; as a rule, active = well fitted curve in the direction sought with a large enough effect; inconclusive = small, poorly fitted or top-dose-only effect, or another doubt; inactive = no such curve, though single readings can be large; an effect the other way counts as inactive or inconclusive. Unless noted, % is scaled to controls: 0 for no effect and ±100 for the full control effect.

The first six entries, to show the layout:
Each structure is followed by: PNC assembly inh, ALOX12 inhib, IMPase cell inh, 15-hLO-2 inh
Clc1ccc(-n2nnnc2-c2cnc(-c3ccccn3)nc2-c2cccs2)cc1
  28, 56%[activator], -9, x
C[C@H](C(=O)c1ccccc1)[C@@H](c1ccccc1)N1CCOCC1
  x, 7%[11.4 µM], x, -2%[11.4 µM]
COC(=O)c1c(NC(=O)c2ccc(C)cc2)sc(Cc2ccccc2)c1C
  -11, -3%, u, -8%
Cc1cccc2cc(COC(=O)C3CCCO3)c(=O)[nH]c12 (stereo unspecified)
  -23, 0%, -4, -4%
COCCCn1c(=S)[nH]c2ncccc2c1=O
  12, -3%, 7, 3%
O=C(C1CCC(N2C(=O)C3CC=CCC3C2=O)CC1)N1CCCCC1 (stereo unspecified)
  29, 2%, -2, 2%

Main list (from the top)
Each structure is followed by: PNC assembly inh, ALOX12 inhib, IMPase cell inh, 15-hLO-2 inh
Clc1ccc(-n2nnnc2-c2cnc(-c3ccccn3)nc2-c2cccs2)cc1
  28, 56%[activator], -9, x
C[C@H](C(=O)c1ccccc1)[C@@H](c1ccccc1)N1CCOCC1
  x, 7%[11.4 µM], x, -2%[11.4 µM]
COC(=O)c1c(NC(=O)c2ccc(C)cc2)sc(Cc2ccccc2)c1C
  -11, -3%, u, -8%
Cc1cccc2cc(COC(=O)C3CCCO3)c(=O)[nH]c12 (stereo unspecified)
  -23, 0%, -4, -4%
COCCCn1c(=S)[nH]c2ncccc2c1=O
  12, -3%, 7, 3%
O=C(C1CCC(N2C(=O)C3CC=CCC3C2=O)CC1)N1CCCCC1 (stereo unspecified)
  29, 2%, -2, 2%
CCOC(=O)C1=C(C)NC(=O)NC1c1ccc(OCC(=O)N2CCCCC2)cc1 (stereo unspecified)
  u, -4%, 3, -5%
O=C(CSc1nnnn1-c1ccccc1)NCc1cccs1
  -23, -3%, -1, 8%
COC(=O)c1cc2c(ccn2-c2ccc(F)cc2)n1CC(=O)N1CCN(C(=O)c2ccco2)CC1
  u, -5%, u, -8%
O=C(CC(c1ccccc1)c1ccco1)Nc1nccs1 (stereo unspecified)
  13, -4%, x, x
COC(=O)CNC(=O)C(C)(C)Oc1ccc(Cl)cc1
  -1, -1%, 6, 6%
COc1ccc(C2N(C(=O)N3CCOCC3)CCN2S(=O)(=O)c2ccc(C)cc2)cc1 (stereo unspecified)
  u, 8%, -14, 6%
CCC1(C)Cc2c(sc3nnn(Cc4ccccc4Cl)c(=O)c23)CO1 (stereo unspecified)
  6, 5%, 5, -5%
CC(C)C(=O)Nc1cccc(NC(=S)NC(=O)c2ccc(Cl)cc2)c1
  u, u, 7, u
O=c1[nH]nc(Cc2ccc3ccccc3n2)c2ccccc12
  -23, -2%, 0, -8%
COc1ccc(Br)c(/C=N/NC(=O)COc2ccc(-c3ccccc3)cc2)c1
  7, 1%, -3, 0%
CCCCc1ccc(N=N/C(C(=O)Nc2ccccc2OC)=C(/C)O)cc1
  u, 0%, x, x
O=C(NC1CCCc2ccccc21)C1CCN(S(=O)(=O)c2ccccc2F)CC1 (stereo unspecified)
  32, -1%, x, x
CC(OC(=O)C1CCCO1)C(=O)NC1CCCC1 (stereo unspecified)
  u, -2%, 10, -5%
CCCc1cc(-c2[nH]ncc2-c2ccc3c(c2)OCCCO3)c(O)cc1OC
  -16, u, 6, 13%
Cc1ccc(Cl)cc1
  x, 3%, x, -3%
CN(C)c1ccc(C2N(C(=O)N3CCOCC3)CCN2S(=O)(=O)c2ccccc2)cc1 (stereo unspecified)
  -8, -4%, 2, -9%
Cc1ccc2c(C)c(C(=O)Nc3c(C)n(C)n(-c4ccccc4)c3=O)oc2c1
  8, -2%, 4, -5%
NN1C(=O)c2cccc3c(C(=O)O)ccc(c23)C1=O
  9, 1%, x, x
CC(=O)N1CCc2cc(S(=O)(=O)NC(Cc3ccccc3)C(=O)Nc3cc(C)ccn3)ccc21 (stereo unspecified)
  -6, 11%, -5, 0%
O=C(NNc1ccccc1[N+](=O)[O-])Nc1ccc(Cl)c(Cl)c1
  21, -6%, x, x
COc1cccc(-c2nn(-c3ccccc3)cc2/C=C\C(=O)c2cccs2)c1
  u, -3%, 8, x
COC(=O)CNC(=O)c1ccccc1F
  9, 7%, 2, 2%
S=C=Nc1cccc(NC(=S)NCCCCNC(=S)Nc2cccc(N=C=S)c2)c1
  x, -21%, x, u
CCC(=O)Nc1c(S(=O)(=O)c2ccc(C)cc2)c2nc3ccccc3nc2n1C(C)c1ccccc1 (stereo unspecified)
  -11, 0%, 1, x
CC1CCCC(C)N1C(=O)COC(=O)c1ccc2c(c1)OCO2 (stereo unspecified)
  50, 2%, -3, -5%
O=C(NC(Nc1nc2ccc([N+](=O)[O-])cc2s1)(C(F)(F)F)C(F)(F)F)c1cccnc1
  -17, -4%, 6, x
CCc1cc2c(=O)c(-c3cscn3)coc2cc1O
  64, -13%, -15, 4%
Cn1ccnc1SCc1cn2cc(Br)ccc2n1
  -7, -1%, 3, 38%[activator]
CCOc1ncccc1C(=O)OCC(=O)c1c(N)n(C)c(=O)n(C)c1=O
  -22, -2%, -7, 2%
Cc1cc(C(=O)CSc2nc(N)cc(N)n2)c(C)n1CCc1ccc(F)cc1
  u, 1%, 5, 16%
Cc1ccc(C)c(N2C(=O)c3cc(N4CCOCC4)c([N+](=O)[O-])cc3C2=O)c1
  u, -3%, x, x
CC1Oc2ccccc2N(CC(=O)NCc2cccs2)C1=O (stereo unspecified)
  47, -6%, 7, x
CCOC(=O)c1ccc(NC(=S)N2CCSC2c2ccc(Cl)cc2)cc1 (stereo unspecified)
  54, -30%, x, x
Cc1cccc(NC(=S)N2CCOCC2)c1C
  -28, -3%, x, x
COc1cccc(/C=C/C(=O)OCC(=O)NCC2CCCO2)c1OC (stereo unspecified)
  62, -3%, u, x
CN1c2cccc3cccc(c23)N(C)C1c1cccs1
  39, -13%, 6, u
N#Cc1c(N)nc2c(c1-c1ccncc1)CCCCC2
  17, 1%, 5, -3%
Cc1ccc(S(=O)(=O)Nc2ccccc2-c2ccccc2)cc1
  15, -6%, 10, 0%
COc1ccc(N2C(=O)c3ccccc3NC23CCCCC3)cc1
  -6, 1%, -1, -2%
CC1CCN(CC(=O)N2CCCc3c2c(=O)oc2ccc(OCc4ccccc4)cc32)CC1
  -13, -5%, 7&3, 23%
O=C(Nc1nc2c(s1)CCCC2)Oc1ccccc1
  3, 6%, -8, -2%
CCC(Oc1nc2ccccc2nc1-c1ccccc1NC(C)=O)C(=O)c1ccccc1 (stereo unspecified)
  6, 0%, 3, 3%
Cc1cccc(OCCNc2ccc(C(F)(F)F)cc2[N+](=O)[O-])c1
  23, 3%, x, x
COCCN1C(=O)N[C@@H](c2cccs2)C(C(=O)OC)=C1C
  54, 2%, x, x
CC(CNC(=O)COc1ccccc1)OC(=O)Nc1ccc(Cl)c(Cl)c1 (stereo unspecified)
  u, -16%, 8, x
Cc1cccc(NCc2cc(Cl)ccc2O)n1
  0, -11%, 0, x
COC(=O)/C=C1\NCCSC1=O
  10, -1%, -15, 11%
CCOC(=O)c1nnc(-c2ccccc2)nc1Oc1ccc(Cl)cc1
  u, 2%, 2[1.84 µM], 2%[11.4 µM]
COc1cc(/C=C(/C#N)c2nc3ccccc3[nH]2)ccc1Oc1ncccc1[N+](=O)[O-]
  18, -3%, 6, -29%
Cc1cccc(OCc2nnc(SCn3nnc4ccccc4c3=O)o2)c1
  3, -7%, 3, -10%
CN(C)CCCNC(=O)/C(=C\c1ccc(-c2ccc(Br)cc2)o1)NC(=O)c1ccccc1
  -3, 4%, x, x
COc1cc(/C=N/NC(=O)C2C3CCCCC32C)cc(Br)c1O (stereo unspecified)
  -20, -7%, x, x
O=C(C1CC1)N1CCc2[nH]c3ccccc3c2C1
  -6, -3%, 7, x
O=C(Nc1nccs1)c1ccc2nccnc2c1
  18, -2%, u, -5%

One compound at a time (already shown). Values in the order: PNC assembly inh, ALOX12 inhib, IMPase cell inh, 15-hLO-2 inh
CC1Oc2ccccc2N(CC(=O)NCc2cccs2)C1=O (stereo unspecified) reads 47, -6%, 7, x
Cc1ccc(C)c(N2C(=O)c3cc(N4CCOCC4)c([N+](=O)[O-])cc3C2=O)c1 reads u, -3%, x, x

Later entries.
Each structure is followed by: PNC assembly inh, ALOX12 inhib, IMPase cell inh, 15-hLO-2 inh
Cc1ccc(N/N=C(/Sc2nnnn2-c2ccccc2)C(=O)c2ccccc2)cc1
  24, -4%, x, x
O=c1[nH]n2c(=O)c3c([nH]c2c1N=Nc1cccc(Cl)c1)CCCC3
  -18, 3%, 16, x
CCN(CC)C(=O)CSc1ncnc2c1cnn2-c1ccccc1
  -19, -1%, 19, x
Cc1cc(-n2c(=O)c(C#N)cc3c(=O)n4ccccc4nc32)no1
  u, -22%, -21, u
CC(C)c1ccc(C2CC(c3ccc(Br)cc3)=NN2C(N)=S)cc1 (stereo unspecified)
  10, -1%, x, x
Cc1nn(-c2ccccc2)c(N2CCCC2)c1/C=N/NC(=O)c1ccccc1O
  -104*, -2%, x, x
O=[N+]([O-])c1ccc(N2CCN(c3ccccc3F)CC2)c(S(=O)(=O)N2CCOCC2)c1
  7, 5%, -3, x
CCOc1ccccc1C(=O)Nc1cc(Cl)ccc1O
  30, -27%, -9[1.84 µM], -9%[11.4 µM]
O=C(c1ccc2c(=O)n(Cc3ccco3)c(=S)[nH]c2c1)N1CCN(c2ccccc2)CC1
  16, -5%, -3, -17%
Nc1nc(-c2ccco2)nn1C(=O)c1cccnc1
  u, -2%, 2, -4%
O=Cc1ccc(Sc2nnc(-c3ccccc3)o2)c([N+](=O)[O-])c1
  -25, -9%, -15, -16%
CNC(=O)C1(C)C=CCN1C(=O)c1ccccc1 (stereo unspecified)
  27, 0%&-2%, x, 3%
Cc1cccc(/C=N/n2c(C)nnc2C)c1
  24, 4%, -3, 0%
Cc1cccc(N=c2oc3cc(O)ccc3cc2C(N)=O)c1
  14, -15%, 5, -16%
C=CCc1cccc(/C=N/c2ncn[nH]2)c1O
  u, 3%, -4, 6%
CCOC(=O)C(C)Oc1ccccc1C1NC(=O)NC(C)=C1C(=O)Nc1ccc(C)c(C)c1 (stereo unspecified)
  -8, 17%, 11, -2%
CC12C(=O)N(c3ccccc3C(=O)O)C(=O)C1C1C=CC2C1 (stereo unspecified)
  u, -3%, 3, -1%
CCOC(=O)c1cnc2c(-c3cccc(Br)c3)cnn2c1C
  3, 4%, 3, x
NC(=O)C1CCN(Cc2nc3ccccc3c(=O)[nH]2)CC1
  u, 8%, u, 3%
O=C(Nc1ccccc1N1CCOCC1)c1ccccc1NS(=O)(=O)c1ccc(F)cc1
  u, -7%, 0, -8%
CN(CC(=O)Nc1ccncc1)S(=O)(=O)c1ccc(Br)cc1
  8, -5%, -2, 7%
CSc1nc(N)c2c(C)c(C)sc2n1
  25, 2%, x, x
CC(C)(C)c1ccccc1NC(=O)Cn1c(=O)cnc2ccccc21
  u, 0%, x, x
COc1cc(C)nc(Oc2ccc(=O)n(C)n2)n1
  3, 1%, 2, 2%

Source: PubChem BioAssay (National Center for Advancing Translational Sciences (NCATS))
